Compound activity: PubChem BioAssay, The Scripps Research Institute Molecular Screening Center
GPR151 activ: activates the human receptor GPR151. 650,000 compounds, 1% hits. activation, % at 11.2 µM. PathHunter beta-arrestin GPR151 cells, luminescence. Q8TDV0. AID 1508602; in the data active means activation above about 4.9%;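 further: 0% = median of compound wells and 100% = cells with positive control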
FBW7 activator: human FBW7 E3 ligase activation, primary screen. AlphaScreen FBW7–phospho-cyclin E peptide binding, activator screen. 650,000 compounds, 0.13% hits. normalized activity (activation), % at 26.1 µM. AID 1259310; in the data active means normalized activity above about 1.9%;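 further: purified mutant Fbw7 with reduced substrate affinity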
Target sequence (Q969H0 whole entry, looked up): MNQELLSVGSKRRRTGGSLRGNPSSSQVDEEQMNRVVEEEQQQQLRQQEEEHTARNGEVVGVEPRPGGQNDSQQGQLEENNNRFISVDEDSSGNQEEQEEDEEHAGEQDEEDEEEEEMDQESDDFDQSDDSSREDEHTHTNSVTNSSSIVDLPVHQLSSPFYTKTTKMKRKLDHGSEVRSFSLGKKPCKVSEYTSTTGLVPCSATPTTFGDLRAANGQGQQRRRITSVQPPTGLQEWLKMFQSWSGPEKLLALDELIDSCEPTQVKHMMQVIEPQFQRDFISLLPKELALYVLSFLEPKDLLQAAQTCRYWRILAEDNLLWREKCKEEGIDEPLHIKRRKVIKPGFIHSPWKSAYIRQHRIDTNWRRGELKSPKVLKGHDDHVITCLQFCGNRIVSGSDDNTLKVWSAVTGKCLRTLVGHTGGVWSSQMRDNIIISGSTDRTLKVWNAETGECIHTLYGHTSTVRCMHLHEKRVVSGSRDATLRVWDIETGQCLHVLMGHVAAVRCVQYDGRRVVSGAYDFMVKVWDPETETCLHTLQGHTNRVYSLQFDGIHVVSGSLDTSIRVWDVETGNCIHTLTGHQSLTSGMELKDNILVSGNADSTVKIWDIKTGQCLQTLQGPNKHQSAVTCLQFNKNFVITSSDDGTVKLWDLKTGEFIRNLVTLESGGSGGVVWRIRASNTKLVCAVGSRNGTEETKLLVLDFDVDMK
TEAD-YAP block: TEAD-YAP interaction inhibition | HEK-TIYL cells, TEAD-Gal4/YAP UAS-luciferase luminescence | inhibition, % at 9.12 µM | 640,000 compounds, 1.4% hits; in the data active means inhibition above about 32%;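 further: 0% = median of test compound wells and 100% = reference inhibitor wells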
MITF primary: human MITF inhibition, primary screen; inhibition, % at 2.6 µM; AlphaScreen MITF homodimerization, bead proximity signal; 650,000 compounds, 0.91% hits; O75030; in the data active means inhibition above about 50%;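 further: 0% = vehicle wells with protein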
The depositor's hits bear a star; · = no result given. No enrichment for hits. About 3.4% of those tested had a hit in this group.

SMILES | GPR151 activ | FBW7 activator | TEAD-YAP block | MITF primary
Cc1cc(C)c(C#N)c(SCC(=O)Nc2nnc(-c3ccccc3)s2)n1 | -1.2 | 0.1 | -13 | 6
O=C(NCCc1ccc(Cl)cc1)C1CCN(c2nnnn2-c2ccccc2)CC1 | -0.6 | 0.6 | 19 | 9
N=C1C(c2nc3ccccc3c(=O)[nH]2)=C(O)CN1c1cccc(Cl)c1Cl | -0.8 | 0.3 | 11 | -9
COc1ccc(-c2nc3c(c4c2C[C@H](c2ccccc2)OC4)CN(C(=O)c2ccco2)CC3)c(C)c1 | 2.4 | -0.1 | · | -2
COc1ccc(N2CCN(C(=O)c3ccc4c(c3)NC(=O)C(CS(=O)(=O)Cc3cccc(Cl)c3)N4)CC2)cc1 (configuration not stated) | 1.6 | 0.1 | 7 | 6
Cc1cc(/C=C2/SC(=S)NC2=O)c(C)n1-c1cccnc1 | -0.4 | -0.2 | -44 | 6
O=c1cc(CN2CCN(c3ccc(F)cc3)CC2)occ1OCc1ccc(F)cc1 | -1.7 | 0.0 | 4 | 14
CC(=O)c1ccc(NC(=O)CNCc2cccs2)cc1 | 0.2 | -0.2 | -35 | 34
CC1=CC(c2ccccc2)n2nc(NC(=O)c3cccc([N+](=O)[O-])c3)nc2N1 (configuration not stated) | -0.3 | 0.3 | -1 | 20
CCOc1ccc(C(=O)O/N=C(\N)c2ccc(Br)cc2)cc1OCC | -2.1 | 0.7 | -2 | 20

Compound profiles (already shown). Order of screens: GPR151 activ	FBW7 activator	TEAD-YAP block	MITF primary
Entry for Cc1cc(/C=C2/SC(=S)NC2=O)c(C)n1-c1cccnc1 → -0.4	-0.2	-44	6
Entry for O=C(NCCc1ccc(Cl)cc1)C1CCN(c2nnnn2-c2ccccc2)CC1 → -0.6	0.6	19	9
Entry for COc1ccc(N2CCN(C(=O)c3ccc4c(c3)NC(=O)C(CS(=O)(=O)Cc3cccc(Cl)c3)N4)CC2)cc1 (configuration not stated) → 1.6	0.1	7	6
Entry for CC1=CC(c2ccccc2)n2nc(NC(=O)c3cccc([N+](=O)[O-])c3)nc2N1 (configuration not stated) → -0.3	0.3	-1	20

(further entries)
SMILES | GPR151 activ | FBW7 activator | TEAD-YAP block | MITF primary
COc1ccc(CC2(CCC(=O)NCCc3c[nH]c4ccccc34)CCC(=O)N2)cc1OC (configuration not stated) | -0.7 | 0.0 | 5 | 0
CC(C)CC(=O)Nc1ccc(C(=O)CN2C(=O)NC3(CCCc4sccc43)C2=O)cc1 (configuration not stated) | -0.7 | -0.1 | -3 | 21
COC(=O)C1=C(C)N(Cc2ccco2)C(=O)N[C@H]1c1ccccc1 | 1.7 | -0.2 | · | 10
C=CCN(C(=O)c1cn(CC(C)C)c(=O)c2cc(OC)c(OC)cc12)c1ccccc1 | -0.4 | 0.0 | -11 | 7
CCOC(=O)CSc1c([N+](=O)[O-])cc(C(=O)O)cc1[N+](=O)[O-] | 0.2 | -0.1 | -5 | 1
Cc1ccc(CNC(=O)CCCCCn2c(SCC(=O)c3ccc(Cl)cc3)nc3ccsc3c2=O)cc1 | -0.3 | -0.1 | 3 | 2
Cn1ncc2c(N3CCOCC3)nc(N3CCN(c4ccccc4)CC3)nc21 | 1.3 | 0.0 | 6 | -10
Cc1cnc(Nc2cnccn2)nc1NCCN(C(C)C)C(C)C | -1.0 | 0.1 | 10 | -2
COCCCNC(CC(=O)Nc1ccc(F)cc1F)C(=O)O (configuration not stated) | -0.9 | 0.3 | -1 | 17
O=C(Nc1cc(Oc2cccc(Cl)c2)cc([N+](=O)[O-])c1)c1nc2nc(-c3cccs3)cc(C(F)(F)F)n2n1 | 0.9 | -0.1 | 4 | -4
COc1cc(NC(=O)c2cnn3c(C(F)(F)F)cc(-c4ccc(Br)cc4)nc23)cc([N+](=O)[O-])c1 | -0.5 | -0.1 | -8 | 4
CCCCc1ccc(C(=O)Nc2ccc(C(C)=O)cc2)cc1 | 0.3 | -0.1 | -49 | 4
COc1ccccc1NC(=O)CSc1nc(-c2cccs2)cc(C(F)(F)F)c1C#N | -0.3 | 0.0 | 4 | -10
CC(=O)N1N=C(c2ccc(Br)cc2)CC1c1ccco1 (configuration not stated) | -0.8 | 0.0 | -22 | 13
O=C(c1ccco1)N1CCN(c2c3c(nc4ncnn24)CCC3)CC1 | -0.6 | 0.1 | -8 | 1
Nc1ncnc2c1nc(Br)n2[C@@H]1O[C@H](CO)[C@@H](O)[C@H]1O | -0.8 | 0.0 | -10 | -11
O=C(NCCCN1CCOC(c2ccccc2)C1)Nc1ccccc1Cl (configuration not stated) | -0.4 | -0.2 | 5 | 0
Nc1nnc(Sc2cnccn2)s1 | -0.1 | 0.0 | 13 | 13
CC1CC(=O)N(CC(=O)NC2CCCC2)c2ccccc2S1 (configuration not stated) | -0.1 | -0.1 | 3 | 13
CCc1ccc2[nH]c(C)c(CN3CCCCC3)c(=O)c2c1 | 1.5 | 0.0 | 4 | 8
O=C(C1=C(O)/C(=C/c2ccc(O)cc2)CCC1)C(F)(F)F | -0.4 | 0.0 | -18 | 8
O=C(CCCCCNS(=O)(=O)c1ccc(Br)cc1)N1CCOCC1 | 0.2 | 0.1 | 1 | -2
COC(=O)c1ccc(N2CCN(c3cc(C)c4cccc(C)c4n3)CC2)nc1 | -1.2 | -0.1 | 3 | 10
O=C(Nc1c2c(nn1-c1cccc(Cl)c1)CSC2)c1ccc([N+](=O)[O-])cc1 | 1.5 | 1.0 | 11 | 6
Nc1ncnc(NCCc2ccc(Cl)cc2)c1[N+](=O)[O-] | -1.1 | 0.0 | -14 | -8
Cc1n[nH]c(C)c1C(C)N(C)Cc1ccc(C(=O)NCC2(O)CCCCC2)c(=O)[nH]1 (configuration not stated) | 0.6 | 0.0 | 0 | 10
Cc1cc2ncn(-c3ccc(S(=O)(=O)N4CCCC4)cn3)c2cc1C | -0.6 | 0.0 | 16 | -3
CCCCC(c1nnnn1CCOC)N1CCN(c2ccccc2F)CC1 (configuration not stated) | 2.5 | 0.0 | -11 | 0
CC1CCN(C(=O)COC(=O)COc2ccccc2C#N)CC1 | 1.2 | -0.2 | -4 | -11
CCN1\C(=C/C=C/C=C/C=O)Sc2ccccc21 | -1.0 | 1.0 | -1 | 30
O=C(CNC(=O)c1ccc(Br)o1)OCC(=O)c1ccccc1 | 2.0 | 0.0 | 4 | 5
COc1ccc(NC(=O)Cn2ccn(-c3cccc(Cl)c3)c(=O)c2=O)cc1OC | 0.4 | 0.2 | 12 | 2
c1ccc(Nc2nc(N3CCCC3)nc(N3CCCC3)n2)cc1 | -0.2 | -0.2 | -6 | -7
COc1ccc2c(c1)CC(C(=O)Nc1ccc(-c3ccnc(N)n3)cc1SCCN(C)C)CO2 (configuration not stated) | 0.3 | -0.6 | 10 | 44
CCC(C)N1C(=O)C2C(C(=O)Nc3ccc(C)c(C)c3)C3C=CC2(O3)C1C(=O)NC1CCCC(C)C1C (configuration not stated) | -0.7 | -0.2 | 1 | -3
COc1ccccc1NC(=O)c1ccc2c(c1)C(=O)N(c1cccc3ccccc13)C2=O | 0.0 | -0.1 | 3 | -12
COC(=O)C1=C(C)N=c2s/c(=C/c3ccc(OC)cc3)c(=O)n2C1c1cccs1 (configuration not stated) | 0.0 | -0.1 | 6 | 17
Cc1ccc(-c2csc3ncn(Cc4c(F)cccc4Cl)c(=O)c23)cc1 | 0.6 | -0.2 | -1 | -1
O=C1C(=O)N(Cc2cccnc2)C(c2ccncc2)/C1=C(\O)c1ccc(F)cc1 (configuration not stated) | -1.5 | 0.1 | 6 | 17
COC(=O)CN(c1ccc(Cl)cc1C)S(=O)(=O)c1ccccc1 | 0.6 | 0.2 | 5 | 9

Overlap with the part before: five entries, then new ones.
SMILES | GPR151 activ | FBW7 activator | TEAD-YAP block | MITF primary
COc1ccccc1NC(=O)c1ccc2c(c1)C(=O)N(c1cccc3ccccc13)C2=O | 0.0 | -0.1 | 3 | -12
COC(=O)C1=C(C)N=c2s/c(=C/c3ccc(OC)cc3)c(=O)n2C1c1cccs1 (configuration not stated) | 0.0 | -0.1 | 6 | 17
Cc1ccc(-c2csc3ncn(Cc4c(F)cccc4Cl)c(=O)c23)cc1 | 0.6 | -0.2 | -1 | -1
O=C1C(=O)N(Cc2cccnc2)C(c2ccncc2)/C1=C(\O)c1ccc(F)cc1 (configuration not stated) | -1.5 | 0.1 | 6 | 17
COC(=O)CN(c1ccc(Cl)cc1C)S(=O)(=O)c1ccccc1 | 0.6 | 0.2 | 5 | 9
COc1cc(Nc2nc3ncnc(NC4CCN(Cc5ccccc5)CC4)c3[nH]2)cc(OC)c1OC | -0.5 | -0.1 | 10 | 14
COc1ccc(NS(=O)(=O)c2ccc(OC)cc2[N+](=O)[O-])cc1 | 0.5 | 0.0 | 3 | 14
Cc1ccc(-c2cn3c4ccccc4nc3n2CCN2CCCCC2)cc1 | 1.9 | 0.4 | 10 | 13
Cc1ccc(Cl)c2sc(NC(=O)c3cccc(N4C(=O)CCC4=O)c3)nc12 | 0.9 | 0.2 | 9 | 4
Cc1cnc(-c2cccnc2)nc1C1CCCN(C(=O)C2Cc3ccccc3CN2C)C1 (configuration not stated) | 1.1 | 0.5 | -11 | 16
O=C1CSC(c2ccccc2F)N1c1cc(Cl)cc(Cl)c1 (configuration not stated) | 0.5 | 0.0 | -5 | 3
COc1ccc(C(=O)/C=C(\N)C(F)(F)F)c(O)c1 | 0.5 | -0.1 | 7 | 3
O=c1[nH]c(=O)n(-c2ccccc2F)c(O)c1C=NCc1ccccc1F | 0.1 | 0.2 | 0 | 14
CCOC(=O)c1cnc2c(OC)cccc2c1Nc1cccc(C(F)(F)F)c1 | 0.9 | 0.3 | 1 | 5
CCOc1ccc(N2C(=O)CC(Sc3ccccc3C(=O)O)C2=O)c([N+](=O)[O-])c1 (configuration not stated) | 1.3 | -0.5 | 1 | 6
COCCSc1nnc(CCNC(=O)C2(c3ccc(Cl)cc3)CC2)n1C | 0.0 | 0.0 | -1 | -2
Brc1cnc(NCc2ccco2)nc1 | 0.9 | -0.2 | -7 | -2
Cc1sc2ncn(CC(=O)NCCCC(=O)Nc3ccc(F)c(Cl)c3)c(=O)c2c1C | 0.1 | 0.0 | 14 | 7
Cc1nc(SCC(=O)N=C2NC(=O)CS2)n[nH]1 | -1.6 | -0.2 | -4 | -4
Cc1ccc(Oc2ccc(NC(=O)c3ccco3)cc2)nn1 | -2.3 | 0.3 | -31 | 9
Oc1cccc(-c2cnn3c(NCCc4cccnc4)ccnc23)c1 | -0.4 | -0.3 | 89* | 7
COc1ccc(C)cc1NC(=O)CSc1nnc(CSCc2ccccc2)n1C | 2.3 | -0.1 | 8 | 4
CCn1cc(CN2CCC(Oc3cccc(C(=O)N4CCCC4)c3)CC2)c(C)n1 | 0.0 | 0.1 | 4 | 12
NC(=O)CSc1nnc(-c2ccc(Br)cc2)n1CCc1ccccc1 | 0.6 | 0.2 | 12 | 4
COc1cccc2cc(C(=O)Nc3ccc(C)cc3)c(=N)oc12 | -0.8 | 0.3 | -46 | 11
C=CCOc1cc(N(CC)CC)ccc1/C=C1/C(=O)NN(c2ccc(F)cc2)C1=O | 0.1 | -0.3 | -2 | 0
CCOC(=O)CNC1CC(=O)N(c2cccc(Cl)c2)C1=O (configuration not stated) | 2.3 | 0.0 | 6 | -4
Cc1csc(Sc2ccc(C(=O)O)cc2[N+](=O)[O-])n1 | 1.4 | -0.1 | -7 | 0
Cc1cc(/C=C2\NC(=O)N(Cc3ccccc3F)C2=O)c(C)n1-c1ccc([N+](=O)[O-])cc1 | 0.1 | -0.3 | -5 | 2
COCCn1c2ccccc2n2c(=O)n(CC(=O)N3CCCC(c4ccccc4)C3)nc12 (configuration not stated) | 3.1 | 0.2 | 9 | -2
Fc1ccccc1CNCCCSc1ccccc1 | -0.9 | -0.1 | -8 | 21
O=C(Nc1cccc2c1C(=O)c1ccccc1C2=O)c1ccc(F)cc1 | 1.4 | 0.2 | -3 | -2
CCSc1nc2ccccc2n1Cc1ccc(OC)cc1 | -0.4 | 0.0 | -42 | 3
O=c1c2ccccc2nc(SCc2cc(F)cc3c2OCOC3)n1Cc1ccccc1 | -2.0 | 0.2 | 6 | -1
COc1ccc(/C=C/C(=O)N2CCC(c3ccccc3)C2)cc1 (configuration not stated) | 1.9 | 0.2 | 8 | 12
Cc1ccc(N2C(=O)/C(=C/c3ccc(-c4ccc(Br)cc4)o3)C=C2c2ccccc2)c(Br)c1 | 1.4 | -0.1 | -8 | -2
Cc1cc(Br)ccc1N1C(=O)c2ccc(-c3nc4ccccc4c(=O)o3)cc2C1=O | -0.8 | 1.4 | -3 | -12
O=C(NCc1ccccc1)c1c(NC(=O)C2COc3ccccc3O2)sc2c1CCCC2 (configuration not stated) | -0.7 | 0.0 | 10 | 5
CCN(CC)C(=O)C1CCCN(c2nc(NCc3cccc(C(F)(F)F)c3)c3ncn(C(C)C)c3n2)C1 (configuration not stated) | 0.9 | 0.1 | 3 | 18
c1cnc2ccc(Nc3nc(NC4CC4)c4ncn(-c5ccsc5)c4n3)cc2c1 | 1.3 | -0.2 | 9 | 18
COc1cc(Nc2ccnc(Nc3cc(OC)c(OC)c(OC)c3)n2)cc(OC)c1OC | -0.3 | 0.0 | -28 | 12
COc1ccccc1NC(=O)c1c(NCc2ccc(N(C)C)cc2)sc2c1CCC2 | -0.9 | -0.1 | -15 | -4
CCCc1cc(=O)oc2c(C)c(OCC(=O)N(C)C)ccc12 | 0.7 | -0.1 | -3 | 3
O=c1[nH]c(N2CCCCC2)nc2c1CCN(CC1CCOC1)C2 (configuration not stated) | 0.8 | -0.1 | 1 | 10
